Screens as filed in PubChem BioAssay.
mIDH1 inhibitor – blocks human mutant IDH1 R132H enzyme. O75874. IDH1-R132H enzyme, NADPH consumption, diaphorase/resazurin fluorescence. Potency, µM (titrated, usually from 76.6 µM), for the others: top-dose activity change, negative = inhibition, hits mostly inhibitors. 390,000 compounds, 0.093% hits; also: potency is read from the fitted curve at half-maximal effect; % is scaled to controls: 0 for no effect and ±100 for the full control effect; nearly all actives have a fitted effect of over 65% in size
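IDH1-R132H (0.5 ug/mL dispensed) in pH 7.5 Tris buffer was preincubated 30 min with compound, then given a substrate mix of 0.016 mM NADPH and 2 mM alpha-KG for 80 min at room temperature; remaining NADPH was read by diaphorase/resazurin fluorescence.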
TrxR1 substrate – is turned over as a substrate by rat TrxR1. purified TrxR1 substrate turnover, NADPH consumption readout. Potency, µM (series often up to 114 µM), for inactives: at the highest dose activity change, negative = substrate turnover. 390,000 compounds, 0.01% hits. AID 588456; also: potency is read from the fitted curve at half-maximal effect; % is scaled to controls: 0 for no effect and ±100 for the full control effect; nearly all actives have a fitted effect of over 50% in size
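Rat TrxR1, dispensed at 90 nM, was prereduced with 400 uM NADPH (final) for 5 min at ~22 deg C, then incubated with compound 15 min before 400 uM selenite. A first-read NADPH fluorescence drop versus no-compound background flagged substrates.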
USP1 inh – blocks the human USP1/UAF1 deubiquitinase complex | O94782 | recombinant USP1/UAF1, Ub-Rhodamine cleavage fluorescence | Potency, µM (doses to about 57.1 µM), for the others: at the top dose activity change, negative = inhibition, hits mostly inhibitors | 390,000 compounds, 0.23% hits | AID 743255; also: potency is read from the fitted curve at half-maximal effect; % is scaled to controls: 0 for no effect and ±100 for the full control effect; nearly all actives have a fitted effect of over 60% in size; inactives centre near -12
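USP1/UAF1 complex at 1 nM was preincubated with compound for 15 min at room temperature, then Ub-Rho substrate (150nM final) was added. Fluorescence (480/540 nm) was read kinetically, 6 reads every 60 seconds.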
TrxR1 inh – rat TrxR1 inhibition. recombinant rTrxR1, NADPH fluorescence consumption, selenite substrate. AID 588453. 390,000 compounds, 1% hits. O89049. Potency, µM (doses to about 114 µM), inactives show top-dose activity change, negative = inhibition, hits mostly inhibitors; also: potency is read from the fitted curve at half-maximal effect; % is scaled to controls: 0 for no effect and ±100 for the full control effect; nearly all actives have a fitted effect of over 65% in size
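Rat TrxR1 (90 nM in the dispensed reagent) was pre-reduced with 400 uM NADPH for 5 min at room temperature, then incubated with compound for 15 min. After 400 uM selenite was added, NADPH fluorescence (Ex 340/Em 450 nm) was followed for 8 min.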
Pin1 inh – inhibitors of human Pin1; Pin1 FP peptide displacement, HiFluor488, 10 min; 390,000 compounds, 0.009% hits; Potency, µM (top dose mostly 115 µM), for the others: top-dose activity, negative = inhibition, usual class: inhibitors; Q13526; active = well fitted inhibition curve with a large enough effect in the polarisation, with a control signal flat, not every such curve was filed as active; inconclusive = small, poorly fitted or top-dose-only effect, or effect the other way, or a change in a side signal; inactive = no such curve, though single readings can be large or run the other way; the % refers to the polarisation; also: potency is read from the fitted curve at half-maximal effect; % is scaled to controls: 0 for no effect and ±100 for the full control effect
Target sequence (Q13526 whole entry, looked up): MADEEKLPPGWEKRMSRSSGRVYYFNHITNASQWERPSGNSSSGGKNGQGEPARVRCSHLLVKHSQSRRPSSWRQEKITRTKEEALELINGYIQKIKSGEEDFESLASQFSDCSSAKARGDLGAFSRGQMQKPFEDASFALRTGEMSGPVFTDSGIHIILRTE
PI4K2A inh – inhibitors of human PI4K2A; Q9BTU6; purified PI4K2A, ADP-Glo luminescence, 1 h; stronger effect = lower value; activity change, negative = inhibition, % at 76.9 µM; 420,000 compounds, 0.13% hits; AID 1346378; in the data active = activity change below about -50%; inconclusive = mostly about -30% to -49%;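 also: -100% = wells without enzyme as full effect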
Target sequence (Q9BTU6 whole entry, looked up): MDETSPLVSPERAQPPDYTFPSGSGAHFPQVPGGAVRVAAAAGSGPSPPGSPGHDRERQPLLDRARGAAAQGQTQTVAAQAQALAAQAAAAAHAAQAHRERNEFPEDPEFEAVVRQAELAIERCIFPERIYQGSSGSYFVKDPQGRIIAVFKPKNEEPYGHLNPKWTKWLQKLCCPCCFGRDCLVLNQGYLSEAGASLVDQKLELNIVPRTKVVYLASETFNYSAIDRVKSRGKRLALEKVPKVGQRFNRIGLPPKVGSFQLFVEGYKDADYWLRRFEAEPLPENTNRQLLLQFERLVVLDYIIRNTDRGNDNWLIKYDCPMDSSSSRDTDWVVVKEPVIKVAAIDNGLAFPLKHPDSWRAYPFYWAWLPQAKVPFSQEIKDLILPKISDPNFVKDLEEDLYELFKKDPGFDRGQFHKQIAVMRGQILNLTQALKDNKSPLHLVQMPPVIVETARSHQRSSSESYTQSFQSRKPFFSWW
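Compounds are screened against recombinant PI4K2A using PI as substrate and ATP, the latter dispensed at 300 microM. Reactions run one hour at ambient temperature before ADP-Glo detection; full inhibition defined by wells lacking enzyme.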
HP1b chromo inh – inhibitors of HP1-beta chromodomain binding to methylated histone tails | P83916 | AlphaScreen HP1-beta / biotin-H3K9me3 peptide binding | Potency, µM (highest dose often 114 µM), inactives show at the top dose activity change, negative = inhibition, actives largely listed as inhibitors | 390,000 compounds, 0.56% hits | AID 540317; also: potency is read from the fitted curve at half-maximal effect; nearly all actives have a fitted effect of over 70% in size; inactives centre near 23
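HP1-beta protein (50 nM final) preincubated 30 min at room temperature with biotinylated H3(1-18)K9me3 peptide (50 nM) in PBS pH 7.4, 0.01% Tween-20, then compound added for 30 min. AlphaScreen streptavidin donor/nickel chelate acceptor beads (10 ug/mL final), 30 min dark, luminescence read.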
PGK inhibitor – blocks T. brucei phosphoglycerate kinase; PGK/GAPDH coupled, Kinase-Glo luminescence, 60 min; Potency, µM (doses to about 57.5 µM), without a hit: at the top dose activity change, negative = inhibition, usual class: inhibitors; P07378; 380,000 compounds, 0.043% hits; AID 602233; also: potency is read from the fitted curve at half-maximal effect; % is scaled to controls: 0 for no effect and ±100 for the full control effect; nearly all actives have a fitted effect of over 60% in size
Target sequence (P07378 whole entry, looked up): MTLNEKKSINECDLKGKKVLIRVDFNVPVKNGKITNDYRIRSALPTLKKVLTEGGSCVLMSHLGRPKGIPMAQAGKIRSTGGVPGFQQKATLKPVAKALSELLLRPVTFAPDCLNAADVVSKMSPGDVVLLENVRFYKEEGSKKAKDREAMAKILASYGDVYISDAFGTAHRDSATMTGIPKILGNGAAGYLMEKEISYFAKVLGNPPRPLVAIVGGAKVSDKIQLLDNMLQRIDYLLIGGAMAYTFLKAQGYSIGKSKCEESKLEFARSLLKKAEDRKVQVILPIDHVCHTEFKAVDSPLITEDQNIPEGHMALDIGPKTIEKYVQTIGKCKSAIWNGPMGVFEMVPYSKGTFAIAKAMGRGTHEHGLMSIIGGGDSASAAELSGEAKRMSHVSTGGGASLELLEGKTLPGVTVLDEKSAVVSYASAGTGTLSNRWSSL
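Luminescent ATP detection (Kinase-Glo Plus) follows a 60-minute room-temperature incubation, with wells lacking PGK as controls. Buffer: 100 mM TEA (pH 7.6), 5 mM MgCl2, 0.01% Tween-20. Coupling enzyme GAPDH (100 nM final) supplies unstable 1,3-BPG in-well.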
GLS inh – glutaminase GLS (human) inhibition; GLS enzymatic activity, qHTS titration; Potency, µM (series often up to 45.5 µM), for the others: top-dose activity change, negative = inhibition, actives largely listed as inhibitors; 410,000 compounds, 0.21% hits; also: potency is read from the fitted curve at half-maximal effect; % is scaled to controls: 0 for no effect and ±100 for the full control effect
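Coupled fluorescence readout: glutamate oxidase/HRP/Amplex Red detect glutamate formed by hKGA from L-glutamine (1 mM solution added). Buffer 45 mM KH2PO4 pH 8.2, 0.02% Tween-20; reads at t0 and 30 min RT.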
Starred values were filed as active, the others as inactive; i = inactive; ? = inconclusive; / = no result given; & = joins results of further samples; [ ] = dose if it differs, or a comment. Unless noted, calls follow the shape of the dose curve; as a rule, active = well fitted curve in the direction sought with a large enough effect; inconclusive = small, poorly fitted or top-dose-only effect, or another doubt; inactive = no such curve, though single readings can be large; an effect the other way counts as inactive or inconclusive. Only part of the results is shown. The share of hits here may be higher or lower than overall.

No.	mIDH1 inhibitor	TrxR1 substrate	USP1 inh	TrxR1 inh	Pin1 inh	PI4K2A inh	HP1b chromo inh	PGK inhibitor	GLS inh	Molecule
1	5.9%	6.5%[57.1 µM]	-10.1%	23.9%[57.1 µM]	-3.2%	-1.3	151.2%[activator]	i	-7.0%	COCc1cc(Sc2ccc(OC)cc2)nc(-c2ccccc2)n1
2	-12.5%	-0.9%	-9.3%	23.1%	-5.6%	-1.8	28.2%	-11.8%	3.3%	CCOc1ccc(NC(=O)n2ncc3c(C)cccc32)cc1
3	-3.0%	-2.9%	-8.4%	4.0%	-0.5%	-1.6	25.4%	1.5%	8.8%	CN(C(=O)c1cccc(NC(=O)Cc2ccc(NC(=O)C3CCCN(C(=O)C4CCC4)C3)cc2)c1)C1CCCC1 (centres undefined)
4	0.6%	1.3%	2.8%	8.1%	10.7%	1.9	?	-6.8%	-13.5%	CCN(CC)C(=O)c1sc(NC(=O)c2ccoc2C)c(C(=O)OC)c1C
5	-0.7%	4.6%	-19.6%	20.9%	-2.5%	4.0	-15.0%	-2.0%	-0.6%	O=C(O)CCC(=O)Nc1ccc(Oc2ncnc3cc(Cl)ccc23)nc1
6	-2.2%	-9.6%	-9.5%	-5.2%	5.7%	-2.9	26.5%	8.9%	10.4%	CC(C)c1nccn1S(=O)(=O)c1cccc([N+](=O)[O-])c1
7	2.9%	-5.3%[57.1 µM]	-22.6%	22.7%[57.1 µM]	20.8%	-2.1	9.9%	-5.5%	3.1%	Cn1c(=O)c2c(nc(CN3CCN(c4cccc(Cl)c4)CC3)n2CCc2ccccc2)n(C)c1=O
8	3.5%	1.5%[57.1 µM]	-17.5%	-8.2%[57.1 µM]	0.3%	-1.1	16.5%	4.1%	-3.0%	CSc1sccc1/C=N/O
9	8.6%	14.1%[57.1 µM]	-8.8%	30.9%[57.1 µM]	-11.6%	-3.0	-19.4%	-0.6%	-5.7%	Cn1c(CN2CCOCC2)nc2cc(NC(=O)COc3ccccc3)ccc21
10	-8.2%	69.0%[activator]	-9.1%	?	?	5.5	12.9%	-0.9%	32.4%	CCN(CC)c1ccc(/C=N/NC(=O)Cc2ccc(OC)c(OC)c2)cc1
11	17.1%	17.1%	-9.2%	4.8%	12.1%	-2.7	35.3%	-0.4%	4.4%	FC(F)(F)c1cccc(N2CCN(Cc3nnc(-c4ccc5c(c4)OCO5)o3)CC2)c1
12	3.1%	-9.7%	-3.7%	2.2%[57.1 µM]	-12.0%	-0.7	39.2%[activator]	-6.3%	-2.4%	CCN1CCN(C(c2cc(OC)c(OC)c(OC)c2)c2nnnn2C(C)C)CC1 (centres undefined)
13	0.0%	4.1%	-24.2%	3.0%	-29.4%	6.7	18.7%	i	7.3%	Cc1cccc(N2C(=O)C(O)=C(C(=O)c3cccs3)C2c2cccc(Oc3ccccc3)c2)n1 (centres undefined)
14	3.6%	7.6%	-10.9%	-10.5%	-2.6%	2.3	-21.6%	0.0%	/	CCc1ccc(-c2nc(CN3CCC(C(=O)N4CCN(c5ccccn5)CC4)CC3)c(C)o2)cc1
15	1.0%	-5.4%	-13.1%	0.9%	3.7%	-7.1	31.9%	-1.2%	-0.7%	COc1ccc(N(C(=O)C(C)C)S(=O)(=O)c2ccc3c(c2)n(C)c(=O)n3C)cc1
16	-14.1%	5.8%[57.1 µM]	5.8%	5.6%[57.1 µM]	-0.1%	-4.3	58.5%[activator]	-12.1%	-22.9%	CCc1ccc(NC(=O)CSc2nnc3[nH]c(=O)cc(-c4ccccc4)n23)cc1
17	14.7%	-2.7%	-6.9%	22.0%	-5.1%	3.2	40.2%[activator]	-9.2%	12.5%	COc1ccc(/C=N/NC(=O)c2ccncc2)cc1[N+](=O)[O-]
18	-1.3%	-1.9%	-3.2%	10.6%	-5.9%	3.0	15.7%	-10.0%	9.0%	O=C(COC(=O)c1ccc(Cl)c(S(=O)(=O)NCc2ccccc2)c1)NC1CC1
19	5.7%	1.6%[57.1 µM]	-27.9%	6.0%[57.1 µM]	85.8%[activator]	-0.5	42.9%[activator]	i	-4.6%	COc1ccc(N=Cc2oc3ccc4ccccc4c3c2O)cc1
20	4.7%	5.2%[57.1 µM]	-3.9%	-3.1%[57.1 µM]	1.8%	-7.1	-5.5%	-7.6%	11.9%	O=C(CN1CCN(S(=O)(=O)c2ccc(Cl)cc2)CC1)Nc1ccc2c(c1)OCO2

No.	mIDH1 inhibitor	TrxR1 substrate	USP1 inh	TrxR1 inh	Pin1 inh	PI4K2A inh	HP1b chromo inh	PGK inhibitor	GLS inh	Molecule
21	-17.9%	1.7%	-8.6%	3.4%	6.3%	2.2	20.7%	5.3%	20.7%	Cc1cc(O)c2c(C)c(CC(=O)N3CCN(C(=O)C4COc5ccccc5O4)CC3)c(=O)oc2c1 (centres undefined)
22	-0.1%	-2.3%	-2.7%	3.3%[57.1 µM]	11.3%	4.1	22.7%	-2.4%	-3.1%	CCCCc1ccc(NC(=O)CN2NS(=O)(=O)c3ccccc3C2=O)cc1
23	14.1%	2.8%[57.1 µM]	5.8%	10.9%[57.1 µM]	1.2%	-1.6	25.6%	18.1%	-10.5%	Cc1c(-n2cccc2C=O)cccc1[N+](=O)[O-]
24	1.9%	3.7%[57.1 µM]	-7.6%	17.8%[57.1 µM]	22.7%	-29.6	11.8%	8.4%	3.3%	COc1cccc(C(=O)Nc2cccc3c2ccc2cccn23)c1
25	0.0%	6.4%	-10.8%	16.1%	-0.5%	-7.1	11.4%	15.7%	6.7%	Cc1ccc(C)c(N2CCN(c3nc4ccccc4c(=O)n3-c3ccc(Cl)cc3)CC2)c1
26	8.7%	3.2%[57.1 µM]	-13.1%	6.9%[57.1 µM]	-0.3%	3.3	84.5%[activator]	-5.5%	-2.8%	CCCOc1ccc(C(F)(F)F)cc1NS(=O)(=O)c1ccc(Cl)nc1
27	11.8%	-9.5%	-25.4%	14.4%	1.5%	-26.1	18.3%	5.5%	-3.7%	CCOc1cc(/C=N/Nc2nnc(C)n2N)ccc1O
28	6.9%	2.6%[57.1 µM]	0.8%	7.2%[57.1 µM]	4.3%	10.7	17.3%	-3.6%	15.1%	COc1ccc(NC(=O)c2ccc3snnc3c2)cc1
29	-16.2%	2.4%	-16.2%	22.7%	-0.5%	2.9	22.6%	-2.0%	0.8%	CC(=O)N1CC(=O)N(c2ccccc2)C1=O
30	0.4%	1.6%	5.5%	16.4%[57.1 µM]	-14.9%	-2.8	47.4%[activator]	4.5%	-7.4%	Cc1cc2nnc(SCc3ccccc3)n2c(N)n1
31	2.1%	-9.9%	-5.9%	-10.3%	-5.8%	3.4	19.3%	-7.8%	8.1%	CCCNC(=O)CN(C)S(=O)(=O)c1ccc(F)cc1
32	-8.9%	11.6%[57.1 µM]	-13.8%	22.8%[57.1 µM]	0.1%	3.6	?	1.2%	11.7%	Cc1cc2c(cc1S(=O)(=O)N1CCN(c3ccc(Cl)cc3)CC1)OCCN2C
33	10.6%	6.2%	-14.0%	4.4%	-6.7%	1.6	60.5%[activator]	i	0.1%	COc1cc2c(c(OC)c1OC)-c1c(cc3c(c1OC)OCO3)C[C@H](C)[C@@](C)(O)C2
34	-4.9%	-4.8%	-5.9%	5.1%	-5.4%	-4.4	38.2%[activator]	-8.0%	1.9%	COCCCNC(=O)CSc1nc2ccccc2c(=O)n1CCC(=O)NCCc1ccc(OC)c(OC)c1
35	-0.6%	-6.3%	-24.0%	16.0%[0.0914 µM]	0.7%	-6.6	15.3%	-9.4%	2.9%	Cn1c(NC(=O)/C=C/c2ccc(Cl)c(Cl)c2)cc(=O)n(C)c1=O
36	-5.7%&-8.9%	25.4%	-2.7%&-7.2%	51.0%[activator]	5.7%&2.9%	-1.0&2.3	30.7%&22.1%	3.6%	7.3%&-5.8%	Cc1ccc(NC(=O)c2oc3ccc(S(=O)(=O)N4CCOCC4)cc3c2C)c(C)c1
37	-5.8%	-3.3%	-4.0%	9.5%	2.0%	-1.9	22.0%	-8.5%	-6.2%	CC(C(=O)N1CCN=C1c1ccccc1)N1C(=O)c2ccccc2C1=O (centres undefined)
38	0.0%	0.7%	-12.4%	0.2%	-3.3%	3.0	9.1%	i	-11.1%	Cc1oc(-c2ccccc2F)nc1Cn1c(SCc2cccc(C(F)(F)F)c2)nc2ccncc21
39	0.8%	-2.9%	-12.6%	-8.1%	?	-4.2	33.7%	-4.2%	1.1%	CCOC(=O)C1CCCN(C(=O)c2cncc(Br)c2)C1 (centres undefined)
40	-6.5%	-0.3%	-6.1%	9.2%	-5.5%	3.9	27.7%	4.9%	1.5%	Cc1cc(NS(=O)(=O)c2ccc(NC(=O)c3c(F)c(F)c(F)c(F)c3F)cc2)nc(C)n1
41	-0.5%	-10.5%	-16.5%	-8.5%	14.1%	-1.4	40.4%[activator]	10.0%	12.9%	COc1ccc(C)cc1C(=O)CCC(=O)N1CCN(c2ccccc2F)CC1
42	-11.6%	-1.1%	?	5.8%[57.1 µM]	0.8%	1.5	-7.6%	-5.2%	1.0%	Cn1cc(CN2CCCCC2CO)c(-c2ccc(Oc3ccccc3)cc2)n1 (centres undefined)
43	-0.7%	0.2%	-3.1%	-2.9%	-10.3%	7.1	?	0.6%	15.2%	COc1cc(CNCc2cccc(OC)c2OC)cc(OC)c1
